NRP1-CendR mod: modulators of CendR peptide binding to NRP-1, primary screen, biochemical, fluorescence polarization, uHTS; Neuropilin-1 (Homo sapiens), O14786; FAM-RPARPAR peptide binding to NRP-1; inhibition, % at 25 µM; 0.85% of 360,000 active; AID 602438, 2012;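 active = inhibition or corrected inhibition above about 18%, plus a signal ratio from 0.5 to 1.5, limit read from the data, passing the limit was not always enough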; note: strong numbers were not always called active
SKN-1 block: suppressors of acrylamide-induced Pgst-4::GFP reporter in worms, primary screen, SKN-1 inhibitor project, whole organism, uHTS, GFP/RFP fluorescence ratio, strain VP596; C. elegans VP596 Pgst-4::GFP/RFP ratio, 24 h; inhibition, % at 21.8 µM; 0.49% of 360,000 active; AID 624304, 2012;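 active = interference check ratio from 0.5 to 1.5 plus GFP to RFP signal ratio inhibition reaching or exceeding a fixed threshold, cut at about 30% in these data, passing the limit was not always enough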; note: some compounds called inactive have numbers as strong as hits
STEP block: STEP phosphatase inhibitors, primary screen, biochemical, fluorescence intensity, uHTS; recombinant STEP, OMFP fluorogenic substrate; Tyrosine-protein phosphatase non-receptor type 5 (Homo sapiens), P54829; 0.25% of 360,000 active; inhibition, % at 20 µM;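 active = inhibition at 20 µM, scaled per plate between control wells, above about 37%, limit read from the data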;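 note: 0% = DMSO with enzyme and substrate and 100% = substrate only without enzyme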
Target sequence (P54829 whole entry, looked up): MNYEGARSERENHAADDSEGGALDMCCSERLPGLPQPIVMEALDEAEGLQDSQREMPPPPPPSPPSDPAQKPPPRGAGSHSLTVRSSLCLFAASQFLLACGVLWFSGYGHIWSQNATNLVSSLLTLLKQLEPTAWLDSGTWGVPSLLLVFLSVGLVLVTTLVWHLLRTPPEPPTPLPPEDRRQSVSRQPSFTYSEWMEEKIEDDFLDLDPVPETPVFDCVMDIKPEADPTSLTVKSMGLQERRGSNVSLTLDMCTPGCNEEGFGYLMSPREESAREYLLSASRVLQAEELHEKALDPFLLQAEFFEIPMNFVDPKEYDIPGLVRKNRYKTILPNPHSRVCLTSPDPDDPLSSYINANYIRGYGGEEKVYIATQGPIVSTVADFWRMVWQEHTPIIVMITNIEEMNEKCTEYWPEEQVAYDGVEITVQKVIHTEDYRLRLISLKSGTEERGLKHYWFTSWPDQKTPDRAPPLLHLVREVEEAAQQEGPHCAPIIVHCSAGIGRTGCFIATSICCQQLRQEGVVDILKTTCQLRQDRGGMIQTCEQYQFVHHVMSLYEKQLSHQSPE
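Material: STEP (striatal-enriched tyrosine phosphatase) enzyme, cell-free; Compound dosing: 20 µM single dose in 1% DMSO; Technique: fluorescence read at 480 nm ex / 540 nm em; Times: reaction 20 min, ambient temperature; Medium: 50 mM Bis-Tris pH 6.0 with 2.5 mM DTT and 0.005% Tween 20; Also added: OMFP at 25 µM.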
Rpn11 inh: Rpn11 (PSMD14) deubiquitinase inhibitors, primary screen, biochemical, fluorescence polarization, uHTS | 26S proteasome non-ATPase regulatory subunit 14 (Homo sapiens), O00487 | calls only at 20 µM | AID 588493, 2011 | human 26S proteasome, Ub4-pepOG fluorescence polarization; 20S core pre-blocked with epoxomicin | 0.59% of 360,000 active;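 active = inhibition at 20 µM, scaled to each plate's controls, above about 33%, limit read from the data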
Target sequence (O00487 whole entry, looked up): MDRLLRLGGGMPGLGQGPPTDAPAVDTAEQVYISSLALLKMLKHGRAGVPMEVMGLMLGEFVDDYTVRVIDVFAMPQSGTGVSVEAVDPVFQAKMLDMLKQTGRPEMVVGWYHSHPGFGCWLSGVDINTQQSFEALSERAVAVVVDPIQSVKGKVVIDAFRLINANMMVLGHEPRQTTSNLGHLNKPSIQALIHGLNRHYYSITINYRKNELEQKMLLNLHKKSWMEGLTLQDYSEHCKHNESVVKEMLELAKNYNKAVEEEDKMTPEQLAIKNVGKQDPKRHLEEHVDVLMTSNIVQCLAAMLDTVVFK
Scp-1 inhibitor: Scp-1 phosphatase inhibitors, primary screen, biochemical, colorimetric, uHTS; Carboxy-terminal domain RNA polymerase II polypeptide A small phosphatase 1 (Homo …; inhibition, % at 20 µM; AID 493091, 2011; 0.88% of 340,000 active; Recombinant Scp1, phosphopeptide, malachite green phosphate absorbance;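 active = inhibition above about 50% at 20 µM, limit read from the data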;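 note: plate controls were DMSO wells with enzyme for no effect and wells lacking enzyme for full effect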
Target sequence (Q9GZU7 76-261 limits assumed): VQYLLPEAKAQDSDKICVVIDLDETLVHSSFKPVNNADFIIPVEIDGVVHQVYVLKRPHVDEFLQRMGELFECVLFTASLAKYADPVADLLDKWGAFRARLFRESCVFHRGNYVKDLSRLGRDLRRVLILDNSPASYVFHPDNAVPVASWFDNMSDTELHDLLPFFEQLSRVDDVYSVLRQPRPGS
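Test system: SCP-1 phosphatase catalytic domain, residues 76-261; measured by: colorimetric phosphate reagent with accelerator and stabiliser, absorbance at 630 nm; timing: enzyme reaction 45 min at room temperature, colour 5 min, stabilisation 30 min; also added: Phosphorylated 17-residue peptide substrate; compound dosing: one concentration, 20 µM, with 1.0% DMSO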
MT1-MMP act inh: blockers of MT1-MMP proenzyme processing, primary screen, HT1080 RFP-PRO-GFP cells, GFP/RFP fluorescence; Matrix metalloproteinase-14 (Homo sapiens), P50281; GFP/RFP ratio fluorescence, overnight; percent of plate control window, DMSO zero; GFP/RFP ratio change, % at 20 µM; 0.061% of 360,000 active;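 active = GFP/RFP ratio change of at least 30% with cell ATP level not reduced by more than half and red fluorescence within 50% of control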; note: strong numbers were not always called active
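Material – HT1080 RFP-PRO-GFP cells · Control set – DMSO wells and RFP-L50D-GFP cells · Incubation – overnight cell settling, then overnight compound exposure, 37 °C, 5% CO2 · Compound dosing – single-point 20 µM compound, 1% DMSO · Read-out – GFP/RFP fluorescence ratio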
NadD block: inhibitors of S. aureus NadD, primary screen, biochemical, colorimetric, uHTS. Nicotinate-nucleotide adenylyltransferase NadD (Staphylococcus aureus N315). purified NadD enzyme, colorimetric absorbance read-out. inhibition, % at 20 µM. 0.78% of 360,000 active. AID 602399, 2012; in the data active = inhibition above about 26%; note: some compounds past the cut are filed as inactive
DNMT1 inh: human DNMT1 methyltransferase inhibitors, primary screen, biochemical, molecular beacon, fluorescence, HinP1I cleavage, uHTS; DNA (cytosine-5)-methyltransferase 1 (Homo sapiens), P26358; 0.83% of 360,000 active; inhibition (reported as % activation of signal), % at 10 µM; AID 588458, 2011; in the data active = inhibition above about 50%
SUMO1 PPI mod: modulators of SUMO1 protein-protein interactions, primary screen, biochemical, uHTS. SUMO1 binding to a labelled peptide, TR-FRET, 1 h. inhibition, % at 20 µM. 0.33% of 360,000 active; in the data active = inhibition above about 37%
LMPTP inh: LMPTP phosphatase inhibitors, primary screen, biochemical, fluorescence intensity, uHTS; Low molecular weight phosphotyrosine protein phosphatase (Homo sapiens), P24666; recombinant LMPTP-A, OMFP fluorogenic substrate; inhibition, % at 20 µM; 0.22% of 360,000 active; AID 651560, 2012;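 active = compounds that cut the enzyme signal by at least half of the control window in the single-dose screen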;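 note: plate controls were DMSO wells with enzyme plus substrate for no effect and substrate without enzyme for full effect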
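Assay system: LMPTP-A, protein tyrosine phosphatase of low molecular weight / Medium: pH 6.0 Bis-Tris buffer with DTT and Triton X-100 / Schedule: 50 min enzyme reaction at room temperature, protected from light / Measured by: endpoint fluorescence intensity from OMFP dephosphorylation / Read-out basis: % inhibition relative to no-enzyme and uninhibited control wells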
* marks the source's active call; other numbers are inactive results; i = inactive; nt = no result given.

SMILES | NRP1-CendR mod | SKN-1 block | STEP block | Rpn11 inh | Scp-1 inhibitor | MT1-MMP act inh | NadD block | DNMT1 inh | SUMO1 PPI mod | LMPTP inh
CC(C)[C@@H](C(=O)NC1CC1)N1C(=O)N2CCc3c([nH]c4ccccc34)[C@@]2(C)C1=O | -9 | 13 | 0 | i | -1 | -2 | 6 | 3 | 0 | -0.4
Cc1ccc(OCc2nnc(SCC(=O)N3C(C)CCCC3C)o2)cc1 (stereo not drawn) | -6 | 3 | -1 | i | -2 | 1 | -2 | 3 | -2 | 0.2
O=C(c1noc2c1CCCC2)N1CCN(c2ccccc2)CC1 | -4 | 8 | 2 | i | -4 | 4 | -2 | -6 | 1 | 0.6
Cc1cc(NC(=O)COC(=O)COc2ccc(Cl)cc2C)c([N+](=O)[O-])cc1C | 5 | -5 | -1 | i | -10 | -2 | 1 | -4 | -8 | 2.1
OCCC1CN(Cc2cccc3nonc23)CCN1C1CCCCC1 (stereo not drawn) | -4 | -13 | 8 | i | 4 | 4 | -5 | -2 | -21 | 0.2
CCOc1cc(C(=O)OC(C)C(=O)Nc2ccccc2OC)ccc1OCC(=O)N1CCOCC1 (stereo not drawn) | -1 | 6 | 0 | i | -10 | -2 | 4 | 2 | -2 | 0.0
C[C@H](C(=O)O)c1n[nH]c(=O)c2ccccc12 | 6 | 13 | -3 | i | -3 | -2 | -7 | 5 | -3 | -0.1
COc1ccccc1C(=O)NCC(=O)N1CCN(c2ncccn2)CC1 | 6 | 3 | -3 | i | -8 | -2 | 1 | 2 | 3 | -1.9
O=C(c1cc2ccccc2o1)N1CCN(C/C=C/c2ccccc2)CC1 | 8 | -4 | 1 | i | 0 | 5 | -4 | -2 | 4 | 0.1
COc1cccc(C(C)N(C)Cc2nc(COc3ccccc3)no2)c1 (stereo not drawn) | -8 | -1 | 1 | i | -1 | -1 | -12 | -1 | 1 | 0.5
C[C@@H]1CN([C@H](C)CO)C(=O)CCCn2nncc2CO[C@H]1CN(C)C(=O)Nc1cccc(Oc2ccccn2)c1 | -9 | 0 | -2 | i | nt | nt | -1 | 13 | 4 | -0.4
Nc1nc2c(ncn2C2C[C@H](O)[C@@H](CO)O2)c(=O)[nH]1 (stereo partly drawn) | 10 | 8 | -1 | i | -9 | 0 | 2 | -4 | 6 | -1.9
CCCn1c(SCC(=O)Nc2nnc(C)s2)nnc1C1CC1 | 5 | 10 | 1 | i | 1 | -1 | 1 | 4 | -2 | -0.5
COc1cc(C(=O)N2CCN(c3ccccc3F)CC2)ccc1OCC(=O)N1CCOCC1 | -6 | 14 | -3 | i | -2 | 0 | 1 | -1 | -2 | 0.1
COCCn1c(SCC(=O)Nc2cccc(S(N)(=O)=O)c2)nc2cc(Cl)ccc2c1=O | 8 | 12 | -3 | i | -3 | -2 | 0 | -3 | -4 | -0.3
c1ccc2c(Cn3ccnc3)c[nH]c2c1 | -13 | 5 | -6 | i | -13 | -5 | -4 | 3 | -1 | -0.2
COCCn1c(SCCN2CCOCC2)nc2c1c(=O)[nH]c(=O)n2C | -19 | 3 | 60* | i | 2 | -2 | 1 | -2 | 0 | -2.4
O=C(COc1ccccc1)N1CCN(c2ncnc3c2cnn3-c2ccccc2)CC1 | 8 | 0 | -2 | i | 1 | -2 | 10 | -2 | 2 | 0.8
OC(CSc1c(Cl)cccc1Cl)CN1CCN(c2ccccc2F)CC1 (stereo not drawn) | 7 | -24 | 1 | i | -8 | -3 | -6 | -3 | -2 | 0.9
O=C(OCn1ncc(Cl)c(Cl)c1=O)c1cccc(C(F)(F)F)c1 | 14 | 1 | 3 | i | -7 | -6 | -3 | 25 | -45 | 0.2
C=CCn1c(SCC(C)=O)nc2sc3c(c2c1=O)CCC3 | 15 | -10 | -1 | i | -4 | -1 | -7 | 3 | 0 | 0.1
CCc1ccc(-c2ccc3nnc(SCC(N)=O)n3n2)cc1 | 24* | 2 | 0 | i | -4 | 2 | -4 | 4 | -37 | -1.0
COc1cccc(C2CC(c3ccc(Cl)cc3Cl)n3nc(N)nc3N2)c1 (stereo not drawn) | 5 | -2 | 0 | i | 3 | -1 | 2 | -2 | 4 | 0.5
Cc1cccc(C)c1N1C(=O)CC(N2CCN(S(=O)(=O)c3ccccc3F)CC2)C1=O (stereo not drawn) | -2 | 0 | 3 | i | -5 | -6 | -5 | -12 | 4 | -0.4
C=CCNC(=O)c1ccccc1NC(=O)c1cccc2ccccc12 | 0 | 1 | -2 | i | 9 | 3 | -11 | -1 | -2 | -0.7
CCOC(=O)[C@]12CCCC=C1N(Cc1ccc3c(c1)OCO3)C(=O)[C@H](CC(=O)N1CCN(C(=O)C3CC3)CC1)C2 | 2 | 6 | nt | nt | nt | 2 | 8 | nt | 2 | -1.7
C#CCOCCOCCOCCNc1nc(N2CCN(C(=O)[C@H](CCCN=C(N)N)n3cc(C(N)[C@H](C)CC)nn3)CC2)nc(N2CCN(C(=O)[C@H](CCCN=C(N)N)n3cc(C(N)[C@@H](C)CC)nn3)CC2)n1 (stereo partly drawn) | -4 | 3 | 5 | i | -2 | -2 | 0 | -37 | -133 | 1.4
Cc1cc(Cl)ccc1C(O)c1ncc(-c2cccc(F)c2)[nH]1 (stereo not drawn) | 16 | 1 | 6 | i | nt | 1 | 4 | 0 | 1 | 1.5
N[C@@H](Cc1ccc(O)cc1)C(=O)Nc1ccc2ccccc2c1 | 4 | -17 | -2 | i | -4 | 0 | -6 | 3 | -7 | -1.5
CC1(CCc2ccccc2)NC(=S)N(c2ccccc2)N1 (stereo not drawn) | -6 | -10 | -2 | i | 0 | 0 | 5 | 0 | 2 | -1.0
Cc1nc(=S)n(-c2ccccc2)[nH]1 | 7 | 27 | 0 | i | -5 | 4 | -9 | 9 | 0 | -2.5
CCCCCCCNC(=O)C1(CC2CC(c3ccc(Cl)cc3)=NO2)CCN(C(=O)c2cc(OCC)c(OCC)c(OCC)c2)CC1 (stereo not drawn) | 5 | 4 | 9 | i | 0 | -4 | 16 | -13 | 8 | 3.3
O=c1[nH]c(/C=C/c2ccccc2)c([N+](=O)[O-])c(=O)[nH]1 | -70 | 6 | 2 | i | -4 | -3 | -5 | 1 | 11 | -1.1
Cn1c(=O)n(CCc2ccccc2)c(=O)c2c1ncn2Cc1ccccc1 | -1 | 10 | 0 | i | -2 | -3 | -7 | 0 | 2 | 1.4
Cc1cc(C)n(-c2nnc(C)n2N)n1 | 2 | -3 | -4 | i | 2 | 2 | 4 | 2 | -5 | -2.9
CCN(CC(=O)NCc1cccs1)C(=O)c1ccc(NS(=O)(=O)c2ccc(C(C)=O)cc2)cc1 | 7 | -5 | -2 | i | 1 | -2 | 0 | -1 | 4 | -1.1
CCOc1ccccc1NC(=O)CCNC(=O)C1CCN(S(=O)(=O)c2ccccc2)CC1 | -21 | -7 | 2 | i | nt | 1 | 2 | 2 | -1 | -0.3
NC(=O)c1cc2n(n1)C(C(F)(F)F)CC(c1ccco1)N2 (stereo not drawn) | 0 | 9 | -4 | i | -9 | -6 | -1 | -1 | 0 | -0.6
Cc1cccc(S(=O)(=O)N2CCC(CO)(Cc3ccccc3)CC2)c1 | 5 | -29 | 1 | i | -4 | -3 | -1 | 6 | -3 | -0.2
Cc1cccc(S(=O)(=O)N(C)C[C@@H]2OCc3cn(nn3)CCCC(=O)N([C@H](C)CO)C[C@H]2C)c1 | 5 | 9 | -1 | i | nt | 1 | 1 | 7 | 3 | -0.1
C[C@H](CO)N1C[C@H](C)[C@H](CN(C)Cc2ccccc2)Oc2c(NC(=O)Nc3ccc(F)cc3)cccc2C1=O | -2 | 1 | 3 | i | -11 | 2 | -2 | -5 | 4 | -1.4
CN(CCc1ccccc1)C(=O)c1ccc(NC(=O)Cc2ccc(NC(=O)C3CCCN(C(=O)C4CC4)C3)cc2)cc1 (stereo not drawn) | 2 | -18 | 0 | i | -8 | -1 | 5 | 0 | 2 | -1.1
CCCCc1ccc(NC(=S)Nc2ccc(Cl)c(S(=O)(=O)N(C)C)c2)cc1 | 14 | -1 | 1 | i | 4 | 3 | 3 | -2 | 11 | 0.2
COc1ccc(-c2cc(C)no2)cc1S(=O)(=O)N1CCN(c2ccccc2F)CC1 | 3 | 2 | 0 | i | -5 | -3 | -15 | -11 | 0 | 3.6
CCOc1ccc(NC(=O)CN2CCN(CC(=O)Nc3cccc(F)c3)CC2)cc1 | 4 | -6 | -5 | i | -2 | 4 | -8 | -2 | -1 | -2.6
COCCCNC(=O)CN1C(=O)c2cccc3cccc1c23 | -11 | -10 | 1 | i | 1 | 4 | -1 | 32 | -21 | -1.0
O=C(COc1ccccc1[N+](=O)[O-])Nc1cccc(S(=O)(=O)N2CCCC2)c1 | -4 | -7 | -2 | i | -1 | 2 | -1 | -4 | -4 | 2.5
Cc1cccc(-c2noc(CN(C)C(=O)c3ccco3)n2)c1 | 2 | -13 | 2 | i | -9 | 1 | -1 | 1 | 2 | 0.5

Some of these compounds in order of molecular weight, falling.
SMILES | NRP1-CendR mod | SKN-1 block | STEP block | Rpn11 inh | Scp-1 inhibitor | MT1-MMP act inh | NadD block | DNMT1 inh | SUMO1 PPI mod | LMPTP inh
C[C@H](CO)N1C[C@H](C)[C@H](CN(C)Cc2ccccc2)Oc2c(NC(=O)Nc3ccc(F)cc3)cccc2C1=O | -2 | 1 | 3 | i | -11 | 2 | -2 | -5 | 4 | -1.4
COc1ccc(-c2cc(C)no2)cc1S(=O)(=O)N1CCN(c2ccccc2F)CC1 | 3 | 2 | 0 | i | -5 | -3 | -15 | -11 | 0 | 3.6
CCOc1ccc(NC(=O)CN2CCN(CC(=O)Nc3cccc(F)c3)CC2)cc1 | 4 | -6 | -5 | i | -2 | 4 | -8 | -2 | -1 | -2.6
